BRCA1 expr act: qHTS Assay to Identify Small Molecule Activators of BRCA1 Expression; MCF7-BRCA1-FFLuc reporter, luminescence, 48 h; response scale: scaled: vehicle 0%, 10 µM genistein 100%; 380,000 compounds, 1.1% hits; AID 624202, 2012; Potency, µM (series often up to 46.1 µM), without a hit: top-dose activation, hits mostly activators; active = well fitted activation curve with a large enough effect; inconclusive = small, poorly fitted or top-dose-only effect; inactive = no such curve, though single readings can be large or run the other way; note: nearly all actives have a fitted effect of over 80% in size; some results filed as inactive show a strong effect at the top dose
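First, MCF7-BRCA1-FFLuc cells (2000/well) attach for 2 h; next, compounds are pin-added and incubated 48 h at 37 °C; finally, luciferase reagent is added and luminescence read after 15 min.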
Active calls of the source: *; ? = inconclusive. Potency is the fitted concentration of half-maximal effect. An excerpt; rates above refer to the full screens.

SMILES	BRCA1 expr act
NC(=O)c1csc(C2OC(CO)C(O)C2O)n1 (stereo not given)	18%
CCCc1nn2c(=O)cc(COc3ccc(/C=C(\C#N)C(=O)Nc4ccc(F)cc4)cc3)nc2s1	2%
CCC(=O)N1CCC(C)(C(=O)NCc2ccc(F)cc2)C1 (stereo not given)	6%
O=C1NC[C@H](Cc2ccccc2)N(C[C@@H]2CCCN2C[C@H](Cc2ccc(O)cc2)N2C[C@H](Cc3ccccc3)N(CC3CCCCCC3)C(=O)C2=O)C1=O	-68%
O=C(NCc1cccc(Cl)c1)C1Cc2c(-c3ccccc3Oc3ccccc3)ccnc2O1 (stereo not given)	-26%
COc1ccc(NC(=O)CN(c2ccc(C)cc2)S(=O)(=O)c2cccs2)cc1OC	7%
COc1cccc(CNC(=O)c2ccc3c(Cl)c4c(nc3c2)CCCC4)c1	10%
CN(C)C(=O)c1cccc(-c2cnc3c(NC=O)cc(-c4cccc(F)c4)cn23)c1	-17%
COC(=O)[C@]12CCCCC=C1N(Cc1cccc3ccccc13)C(=O)[C@H](CC(=O)N1CCN(C(=O)C3CC3)CC1)C2	-23%
CC(C)(C)C(=O)c1c(N)[nH]c(C(=O)c2ccccc2)c1-c1ccc(F)cc1	0%
O=c1c(-c2cc(-c3ccccc3)nc3c2COc2ccccc2-3)coc2ccc(Cl)cc12	3%
CCC(C)n1c(=N)c(S(=O)(=O)c2ccccc2)cc2c(=O)n3ccccc3nc21 (stereo not given)	11%
CNc1cc(-c2cnn(CC(C)C)c2)ncn1	117%
N#Cc1ccc(-c2nc3c4ccccc4ccn3c2Cc2ccccc2C(F)(F)F)cc1	-33%
CC(O)(c1ccc(F)c(F)c1)c1nc(/C=C/c2ccc(C(F)(F)F)cc2)cs1 (stereo not given)	-28%
CCOc1ccc(C2C(C(=O)Nc3ccccc3)=C(C)Nc3nc(-c4ccccc4)nn32)cc1OC (stereo not given)	-11%
CCOc1ccccc1C(=O)N(Cc1cccs1)c1ccc(Cl)cc1	-34%
O=c1cc(COc2ccc(Cl)cc2Cl)nc2scc(-c3ccccc3)n12	22%
CCc1cccc(C)c1NC(=O)CN1C(=O)C2(SCC(=O)N2c2cccc(F)c2)c2ccccc21 (stereo not given)	-6%
COc1cccc(C(C)(O)c2nc(-c3ccc(F)cc3OC)cs2)c1 (stereo not given)	2%
Cn1nc(C(C)(C)C)cc1N1C(=O)CCC1(C)C(=O)NC1CCCCC1 (stereo not given)	14%
COc1ccc(Nc2c(C3CC3)nc3nc(C)cc(C)n23)cc1	0%
CC1(C(=O)Nc2ccc3ccccc3c2)CCC(=O)N1CCCn1ccnc1 (stereo not given)	15%
O=S(=O)(c1ccccc1Br)N1CCN(c2nc(-c3ccccc3)nc3ccccc23)CC1	10%
COc1ccc(CN(Cc2ccccc2)C(=O)c2ccc(NC(C)=O)cc2)cc1COc1ccc(NC(C)=O)cc1	-9%
Cc1cccc(NC(=O)CS(=O)(=O)c2cccc3nsnc23)c1	-2%
O=c1[nH][nH]c2c1[C@@H](c1ccc(F)cc1)O[C@H](CCc1ccccc1)C2	-8%
CCc1nc2c(OCCOc3ccc(F)cc3)cccn2c1N(C=O)Cc1ccccc1	-9%
O=C(C[n+]1cccc(Cl)c1)c1ccc(O)c(O)c1	1%
CCc1nn(CC(=O)NCCC(C)C)c(=O)c2cc3occc3n12	0%
CC(=O)c1ccc(-c2cnc3c(NC=O)cc(-c4ccccc4Oc4ccccc4)cn23)cc1	-65%
CSc1cccc(NC(=O)CCCOc2cc(=O)n(C)c3ccccc23)c1	0%
COc1ccc(CNC(=O)Cn2ncc3c(=O)oc4ccccc4c32)c(OC)c1	0%
CCOC(=O)C1(C)CCCN(C(=O)c2cccc(Cl)c2)C1 (stereo not given)	0%
Nc1c([N+](=O)[O-])cc2c3c(cccc13)CC2	3%
CCOC(=O)C1(C)CCCCN1C(=O)c1cccc(Cl)c1 (stereo not given)	7%
CC(C)Cn1c(/C=C/c2ccc(F)cc2)nc2ccccc21	131%
COc1ccc(-c2cc(C(F)(F)F)nc(SCC(=O)N3CCC(C)CC3)n2)cc1	10%
Cc1ccc(S(=O)(=O)NC(=O)C2(C)CCN2C(=O)CCc2ccc(Cl)cc2Cl)cc1 (stereo not given)	2%
c1coc(-c2cc3nc(NC4CCCCC4)ccn3n2)c1	?
N#Cc1ccc(-c2cccc3nccn23)cc1	-3%
C=Cc1ccc(CN2C(=O)N(c3ccc(CC)cc3)S(=O)(=O)c3ccccc32)cc1	4%
c1cc(-c2ccc(N3CCOCC3)cc2)n2cnnc2c1	?
COc1ccc(NC(=O)c2cc(-c3ccc(F)cc3OC(C)C)n[nH]2)c(OC)c1	-11%
COc1cccc(-c2cnc(C(O)c3ccc(F)cc3C)[nH]2)c1 (stereo not given)	-10%
Cn1nc(C(C)(C)C)cc1NC(=O)C1(C)CCN1C(=O)C1(c2ccccc2)CCCC1 (stereo not given)	9%
CC(C)CNC(=O)C1(C)CCCN1C(=O)CSc1ccccc1 (stereo not given)	-5%
CN(C)c1ccc(CC(=O)N2CCCCC2c2cc(C(=O)Nc3ccccc3)no2)cc1 (stereo not given)	-11%
CN1CCN(c2cccc3c2S(=O)(=O)N[C@@H](Cc2ccccc2)CO3)CC1	-8%
CCCC(=O)N1CCC1(C)C(=O)Nc1cc(-c2ccccc2)nn1C (stereo not given)	78%
c1ccc(-c2csc(Nc3ccc4c(c3)OCO4)n2)cc1	?
CN(C)c1ccc(C(=O)Oc2cc(O/N=[N+](\[O-])N(C)C)c([N+](=O)[O-])cc2[N+](=O)[O-])cc1	?
CC(O)(c1cccc(F)c1)c1nc(-c2ccc3c(c2)OCO3)cs1 (stereo not given)	14%
CCOC(=O)N1CCc2c(sc3c2C(=O)NC(c2ccc(C(=O)OC)cc2)N3)C1 (stereo not given)	16%
Cc1ccc(CNC(=O)CSc2nc(=O)n(Cc3ccco3)c3c2CCC3)cc1	0%
CC1(C(=O)O)CCCN(C(=O)c2ccc(F)cc2Cl)C1 (stereo not given)	-1%
c1cncc(CN2CCN(c3cc(-c4cnc5ccccc5c4)nc4ccnn34)CC2)c1	9%
COc1ccc(-c2nn3c(=O)cc(CN4CCN(C(=O)Nc5ccc(C)c(Cl)c5)CC4)nc3s2)cc1	0%
N#Cc1ccccc1C[C@H](N)C(=O)NC[C@H]1O[C@@H](n2cnc3c(N)ncnc32)[C@H](O)[C@@H]1O	19%
COc1cc2c(NC3CCN(C)CC3)nc(N3CCCCC3)nc2cc1OCCOCCN1CCCC1	-13%

Rewritten bar-delimited: part of the list above
molecule | BRCA1 expr act
CN1CCN(c2cccc3c2S(=O)(=O)N[C@@H](Cc2ccccc2)CO3)CC1 | -8%
CCCC(=O)N1CCC1(C)C(=O)Nc1cc(-c2ccccc2)nn1C (stereo not given) | 78%
c1ccc(-c2csc(Nc3ccc4c(c3)OCO4)n2)cc1 | ?
CN(C)c1ccc(C(=O)Oc2cc(O/N=[N+](\[O-])N(C)C)c([N+](=O)[O-])cc2[N+](=O)[O-])cc1 | ?

Remaining list, next part:
SMILES	BRCA1 expr act
Cc1cc(C)cc(-n2c(SCC(=O)N3CCOCC3)nc3c([nH]c4ccccc43)c2=O)c1	0%
CC(=O)Nc1cc(-c2ccccc2F)cn2c(-c3cccc(C(F)(F)F)c3)cnc12	-7%
COc1ccc(-c2cc(C(=O)Nc3ccc(OC)c(OC)c3)[nH]n2)c(C)c1	67%
CC1(C(=O)NS(=O)(=O)c2cccc(F)c2)CCN1C(=O)CCc1ccccc1 (stereo not given)	17%
CCC(=O)N1CCC1(C)C(=O)Nc1cccc(OC)c1OC (stereo not given)	16%
O=C(/C=C/[C@H]1O[C@@H](n2ccc(=O)[nH]c2=O)[C@H](O)[C@@H]1O)N1CCN(Cc2ccc(F)cc2)CC1	0%
COc1ccc(NC(=O)c2cc(C3CCCCN3S(=O)(=O)c3ccc(C#N)cc3)on2)c(C)c1 (stereo not given)	0%
CSc1cnn(CCC#N)c(=O)n1	8%
O=C1CCCc2cc(S(=O)(=O)N3CCCC(C(=O)NCc4ccc(Cl)cc4)C3)ccc2N1 (stereo not given)	-5%
Cc1ccc(NC(=O)Cc2ccc(NC(=O)N3CCCCc4ccccc43)cc2)cc1Cl	-8%
CN1CCN(c2ccc(CNC[C@H]3O[C@@H](n4cnc5c(=O)[nH]c(N)nc54)[C@H](O)[C@@H]3O)c(S(C)(=O)=O)c2)CC1	3%
CCCCc1c(-c2ccccc2OC)ncn1CCc1ccc(Cl)cc1	-28%
COCCNC(=O)C1(C)CCCN(C(=O)c2ccc(C)c(F)c2)C1 (stereo not given)	0%
CC(=O)Oc1ccccc1Cn1c(C)c(C(=O)NCc2cccc(Cl)c2)sc1=O	-27%
COCOc1cccc(CN2CCC(C)(Oc3ccc(C(C)=O)cc3)C2)c1 (stereo not given)	4%
Cc1cccc(NC(=O)CCNS(=O)(=O)c2ccc3c(c2)CCCC(=O)N3)c1C	-14%
CCOC(=O)C1=CC[C@@H](c2ccc(OC)cc2)N(S(=O)(=O)c2ccc(C)cc2)[C@H]1CC	0%
Cc1ccc(NC2=C(CC(=O)O)C(c3ccc(F)cc3)N(c3ccc(C)cc3)C2=O)cc1 (stereo not given)	27%
CCOC(=O)C1=CCN(S(=O)(=O)c2ccccc2[N+](=O)[O-])C1c1ccc(C)cc1 (stereo not given)	0%
CC(C)C[C@H]1CN(CCCC[C@@H]2CNC(=O)C(=O)N2Cc2ccccc2)C(=O)C(=O)N1CCc1ccccc1	12%
CC(C)C[C@@H]1CC2=C(C(=O)OC(C)(C)O2)[C@H](CCc2ccccc2)O1	-3%
CSCCC(c1nc2ccccc2[nH]1)n1c(C)nc2ccccc21 (stereo not given)	16%
CN(Cc1ccccc1)C(=O)c1ccc2nc([C@H]3C[C@H](O)[C@@H](CO)O3)[nH]c2c1	0%
CC(=O)N1CCc2cc(CNC(=O)Nc3ccccc3C(F)(F)F)ccc21	16%
CCCNC(=O)C1(C)CCN(Cc2cc3ccccc3o2)C1 (stereo not given)	1%
O=C(Nc1ccc(F)c(Cl)c1)c1csc([C@@H]2C[C@H](O)[C@@H](CO)O2)n1	26%
CC(=O)NCCNC(=O)C1(C)Cc2c(-c3ccc(NC(C)=O)cc3)ccnc2O1 (stereo not given)	0%
O=c1[nH]c(=O)c2ncn(C3OC(CO)C(O)C3O)c2[nH]1 (stereo not given)	1%
COc1ccc(Cn2cc(CN3CC(N4CCN(C5CCN(C)CC5)CC4)CS3(=O)=O)nn2)cc1 (stereo not given)	28%
CCCNC(=O)C1(C)CCCN(Cc2ccccc2C#N)C1 (stereo not given)	17%
O=C(Cc1ccc(Cl)cc1)Nc1nnc2n1CCS2	17%
O=c1[nH]cnc2c1ncn2C1OC(CO)CC1F (stereo not given)	5%
OC(c1ccccc1)(c1nc(-c2cc3ccccc3o2)cs1)C(F)(F)F (stereo not given)	-25%
COCCN1C(=O)COc2ccccc2C1C(=O)Nc1ccc2c(c1)OCCO2 (stereo not given)	4%
CCOC(=O)c1ccccc1NC(=O)CN1C(=O)CC(c2ccco2)Sc2ccccc21 (stereo not given)	-27%
Cc1cccc(NC(=O)Cn2c(SCC(=O)NCc3ccccc3)nc3ccccc32)c1C	0%
O=C(C[n+]1ccccc1Cl)c1ccc2c(c1)CCCC2	59%
COCCNc1ncnc2c1ncn2[C@H]1CN(Cc2ccco2)C[C@@H](CO)O1	-9%
CCOC(=O)c1sc2ncn(CC(=O)Nc3cc(C)cc(C)c3)c(=O)c2c1C	-6%
OC(c1ccc(F)cc1)c1nc(-c2ccc(Cl)cc2)cs1 (stereo not given)	44%
Cc1nc2cc(Oc3nc(NCCN(C)C)nc4ccsc34)ccc2s1	-38%
COC(=O)c1ccc2nc(C3CCCCC3)c(Cc3cccc(Cl)c3)n2c1	-8%
O=C1c2ccccc2C(c2nnnn2-c2ccc3c(c2)OCCO3)N1Cc1ccc2c(c1)OCO2 (stereo not given)	-15%
O=C(c1ccc2c(c1)N(Cc1ccc(Cl)cc1)C(=O)c1ccccc1S2=O)N1CCC(Cc2ccccc2)CC1 (stereo not given)	-56%
CCN(CCCNC(=O)c1cc2cc3cc(OC)ccc3nc2s1)c1ccccc1	8%
COc1ccc(CNc2cccnc2Cl)cc1	10µM*
CCOc1ccc(NC(=O)CCc2c(C)nc3c(-c4ccccc4)c(C)nn3c2C)cc1	13%
COc1ccc(CN(Cc2ccccc2)C(=O)c2ccco2)cc1COc1ccc(NC(C)=O)cc1	-21%
CCN(N=O)c1ccc(/C=C2\C=Cc3ccccc32)cc1	15%
O=C(NCc1ccc(F)cc1F)[C@@H]1CCCN1C(=O)[C@@H]1CCCN1C(=O)c1cccc2ccccc12	-1%

Reprinted from the results shown, two compounds:
SMILES	BRCA1 expr act
Cc1nc2cc(Oc3nc(NCCN(C)C)nc4ccsc34)ccc2s1	-38%
COC(=O)c1ccc2nc(C3CCCCC3)c(Cc3cccc(Cl)c3)n2c1	-8%

Of the compounds above, these contain a CF3 group:
SMILES	BRCA1 expr act
N#Cc1ccc(-c2nc3c4ccccc4ccn3c2Cc2ccccc2C(F)(F)F)cc1	-33%
CC(O)(c1ccc(F)c(F)c1)c1nc(/C=C/c2ccc(C(F)(F)F)cc2)cs1 (stereo not given)	-28%
COc1ccc(-c2cc(C(F)(F)F)nc(SCC(=O)N3CCC(C)CC3)n2)cc1	10%
CC(=O)Nc1cc(-c2ccccc2F)cn2c(-c3cccc(C(F)(F)F)c3)cnc12	-7%
CC(=O)N1CCc2cc(CNC(=O)Nc3ccccc3C(F)(F)F)ccc21	16%
OC(c1ccccc1)(c1nc(-c2cc3ccccc3o2)cs1)C(F)(F)F (stereo not given)	-25%
